# PMI inhibitors – inhibitors of human PMI, primary screen, biochemical, fluorescence intensity, coupled assay (AID 1209). purified PMI enzyme, coupled fluorescence intensity; higher % means a stronger effect. one-dose inhibition, % at 20 µM; IC50 in µM for titrated hits. 190,000 compounds, 0.42% hits;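 also: plate controls were DMSO vehicle for no effect and wells lacking substrate for full effect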
# M1AAP inhibition – malaria alanyl aminopeptidase activity blockers – biochemical, fluorogenic H-Leu-NHMec substrate, 1536-well (AID 1445). recombinant M1AAP, H-Leu-NHMec fluorogenic kinetic assay; higher % means a stronger effect. one-dose inhibition, % at 30 µM; IC50 in µM for titrated hits. 220,000 compounds, 0.42% hits;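 active = primary inhibition above the hit cutoff, then over 50% inhibition at one or more dose response concentrations, cut at about 23% in these data, passing the limit was not always enough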;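 also: plate controls were DMSO full reaction for no effect and no enzyme background for full effect; strong numbers were not always called active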
# TNAP activators – stimulation of alkaline phosphatase TNAP activity – biochemical, luminescent, no phosphate acceptor, uHTS, primary screen (AID 1001); purified TNAP, luminescent activation assay, no phosphate acceptor; higher activation fold means a stronger effect; one-dose activation fold at 20 µM; EC50 in µM for titrated hits; 200,000 compounds, 0.03% hits; in the data active = activation fold from about 3, or a potency from the dose series; inactive = the rest, 99 in 100 with activation fold below about 1.6; also: many of its hits are not listed in these tables
# P. falciparum M17LAP – P. falciparum M17LAP inhibitors, primary screen, biochemical, fluorogenic H-Leu-NHMec substrate, 1536-well (AID 1619); recombinant M17LAP, H-Leu-NHMec fluorogenic kinetic assay; higher % means a stronger effect; 220,000 compounds, 0.38% hits; inhibition, % at 30 µM, or IC50 in µM where a hit was titrated;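 active = compound inhibiting the enzyme by more than half at any dose during confirmatory dose-response retesting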;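 also: plate controls were full reaction with DMSO carrier for no effect and no enzyme background for full effect; strong numbers were not always called active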
# WT yeast gro inh – growth inhibition of WT yeast, mitochondrial fusion screen. 190,000 compounds, 2.1% hits. inhibition, % at 10 µM. mitochondrial fusion phenotypic screen, WT strain; in the data active = inhibition above about 58%; tested in S. cerevisiae
# Yfh1-off respiration – enhancers of respiration in Yfh1-depleted yeast, dose response, Friedreich's ataxia, plus single-dose screen (AID 1465); S. cerevisiae Yfh1-off respiration, WST-1 reduction, 72 h; higher fold induction means a stronger effect; fold induction at 50 µM, or EC50 in µM where a hit was titrated; 220,000 compounds, 0.074% hits;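 active = fold induction of absorbance versus untreated yeast above a set limit, then at least 30% activation at any dose in follow-up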;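 also: activators that raise dye reduction in frataxin-depleted yeast; strong numbers were not always called active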
# human PMI inhibitors – MPI inhibition at elevated mannose 6-phosphate – biochemical, fluorescence intensity, high mannose 6-phosphate, primary screen (AID 1220); recombinant PMI enzyme, coupled fluorescence intensity; higher % means a stronger effect; one-dose inhibition, % at 20 µM; IC50 in µM for titrated hits; 190,000 compounds, 0.66% hits
# LYP inhibition – inhibitors of LYP phosphatase, biochemical, fluorescence intensity, uHTS (AID 1779) | inhibition, % at 11.5 µM; hits with a dose series show IC50 in µM | 290,000 compounds, 0.054% hits | recombinant LYP phosphatase, fluorescence intensity; higher % means a stronger effect;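 also: plate controls were vehicle with enzyme for no effect and no enzyme for full effect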
# XIAP displacement – XIAP antagonists, biochemical, IAP family, fluorescence polarization (AID 1018) | XIAP BIR domain, fluorescence polarization peptide displacement; higher % means a stronger effect | displacement, % at 20 µM; hits with a dose series show IC50 in µM | 200,000 compounds, 0.007% hits; in the data active = displacement above about 50%; also: a part of the inactive calls stands beside numbers as strong as those of hits
# WT yeast gro inh mutant strain – second read-out of WT yeast gro inh, no call of its own (marks repeat the call); inhibition, %; mitochondrial fusion phenotypic screen, mutant strain inhibition
# * hit, by the source's call; i = inactive; . = no result given. Rule as the data show it, unless noted: active = inhibition above about 50%; inactive = the rest.
entry	canonical_smiles	PMI inhibitors	M1AAP inhibition	TNAP activators	P. falciparum M17LAP	WT yeast gro inh	WT yeast gro inh mutant strain	Yfh1-off respiration	human PMI inhibitors	LYP inhibition	XIAP displacement
1	O=C1CC(c2ccccc2)n2nc(NC(=O)c3ccccc3)nc2N1 (stereo not given)	-4%	-4%	1.1	-9%	25	3	i	-11%	-7%	-6.3%
2	CCN(CC)CCCn1c(=S)[nH]c2ncccc2c1=O	5%	7%	1.1	-8%	9	26	i	3%	2%	-6.9%
3	Cc1ccccc1OCc1nc2ccccc2c(=O)n1NC(=O)c1ccco1	-1%	23%	1.1	12%	-4	4	i	25%	-4%	-0.7%
4	CCOC(=O)c1cnc2ccccc2c1NCc1ccco1	.	0%	.	-6%	.	.	i	.	1%	.
5	COc1cc(OC)cc(-c2cn[nH]c2N)c1	1%	-4%	1.1	-8%	-8	11	i	4%	-12%	-2.4%
6	CC(=O)Nc1ccc2c(c1)nc(CN1CCCC1)n2C	-6%	3%	1	9%	-32	-24	i	-10%	-6%	-3.2%
7	CCn1cc(CN2CCc3c([nH]c4ccccc34)C2c2cccc(OC)c2)c(C)n1 (stereo not given)	3%	-3%	1.1	-8%	9	18	i	21%	-3%	-0.3%
8	Fc1ccc(Cn2c(-c3cscn3)nc3ccccc32)c(Cl)c1	3%	5%	1.2	11%	9	19	i	0%	-6%	-1.2%
9	CN1CCN(CC2(O)CCN(S(=O)(=O)c3ccc(Cl)cc3)CC2)CC1	-9%	5%	1.1	2%	5	5	i	-10%	-1%	-6.6%
10	CC(=O)Nc1csc2ccccc12	-6%	1%	1.1	-3%	-18	4	i	-14%	0%	-4.8%
11	CCOC(=O)C1(C)C=C(Nc2ccc(OC)cc2)C(=O)N1c1ccc(OC)cc1 (stereo not given)	4%	-3%	1.1	3%	13	12	i	18%	1%	-7.4%
12	C=CCn1c(SCC(=O)Nc2ccccc2-c2ccccc2)nc2cc(C(=O)O)ccc2c1=O	-15%	5%	0.9	4%	-18	4	i	-5%	5%	-6.8%
13	CC(C)=NOc1cc(NC(=O)CCl)cc([N+](=O)[O-])c1	-13%	-1%	1	24%	13	-8	i	-4%	4%	-1.9%
14	Cc1nc(SC(C(N)=O)c2ccccc2)c(C#N)c(C)c1C (stereo not given)	.	3%	.	2%	.	.	i	.	-3%	.
15	O=C(CSc1nnc(C2CC2)n1-c1ccccc1)NCCc1ccccc1	-5%	-2%	1.3	15%	19	13	i	-2%	0%	1.3%
16	Nn1c(SCC(=O)NC2CCCc3ccccc32)nnc1-c1cccs1 (stereo not given)	7%	15%	1.1	7%	.	.	i	2%	-8%	-9.3%
17	Cc1cc(C)n(-c2cc(Cl)cc(Cl)c2)c(=O)c1C#N	-3%	11%	1.1	-6%	-18	4	i	-7%	-1%	-6.5%
18	CCOc1ccc(NC(=O)CC2C(=O)N(C)C(=S)N2Cc2ccco2)cc1 (stereo not given)	4%	11%	1.1	17%	2	10	i	-4%	-1%	-2.8%
19	COc1cccc(OC)c1C(=O)N1CCN(S(=O)(=O)c2ccccc2)CC1	20%	3%	1.1	-7%	56	39	i	19%	-2%	0.7%
20	CC(C)(C)c1ccc(Oc2ccc(N)cn2)cc1	.	5%	.	-4%	.	.	i	.	-6%	.
21	COc1ccc(C(=O)NC(=S)N2CCN(C)CC2)cc1Br	5%	4%	1.1	-5%	-1	18	i	6%	-3%	-7.6%
22	CC(=O)c1cn(CC(=O)NCc2ccco2)c2ccccc12	10%	5%	1.1	1%	13	18	i	5%	-4%	-4.0%
23	Cc1cc(C)n2nc(SCC(=O)N(C)Cc3ccccc3)nc2n1	8%	2%	1.1	1%	-3	-13	i	10%	0%	-1.4%
24	C[C@@H](C(=O)Nc1ccc2ccccc2c1)[C@H]1C[C@]1(C)[C@H](NP(=O)(c1ccccc1)c1ccccc1)c1ccccc1	21%	10%	1.3	-2%	23	-25	i	24%	3%	-19%
25	CCOC(=O)c1ccccc1NC(=O)c1cc2sccc2n1C	7%	-2%	1.1	20%	8	10	i	1%	6%	-6.7%
26	CCc1nc(SCC(=O)NCc2ccco2)c2c3c(sc2n1)CCCC3	11%	2%	1.1	-2%	-2	25	i	12%	-1%	-4.2%
27	O=C(c1cnc(-c2ccccc2)s1)c1ccc(Cl)cc1Cl	-4%	3%	1	16%	64*	34*	i	1%	-3%	-5.6%
28	CC(C)N(Cc1nc(-c2ccccc2)no1)C(=O)CN(C)S(=O)(=O)c1ccc(Br)cc1	9%	10%	1.1	-9%	6	-15	i	7%	2%	-3.7%
29	Cc1ccccc1NC(=O)Cc1nc(CSc2nnc(C3CCCCC3)n2N)cs1	-3%	8%	1.1	10%	7	16	i	-1%	-6%	-0.9%
30	Clc1ccc(-c2nnc3n2CCCC3)cc1	3%	1%	1.1	-2%	1	-9	i	0%	3%	-2.1%
31	COc1ccc(/C(=N\O)c2nccc3cc(OC)c(OC)cc23)cc1OC	-4%	16%	1.1	1%	-11	-4	i	-5%	-4%	3.2%
32	CC(=O)Nc1ccc(NC=C(C#N)C#N)cc1	.	4%	.	-4%	.	.	i	.	-1%	.
33	COc1ccc(C(=O)NCc2cc(C)nc3ccccc23)cc1	1%	11%	1	13%	-10	-6	i	4%	-10%	-5.8%
34	COc1ccc(NC(=S)Nc2ccccc2OC)c(OC)c1	-1%	2%	1	3%	-4	18	i	16%	0%	-10%
35	CCNC(=O)C1CCN(S(=O)(=O)c2ccc(F)cc2)CC1	-6%	1%	1.2	9%	-27	-22	i	-9%	0%	-2.1%
36	Cc1c(C(=O)NCc2ccc3c(c2)OCO3)oc2ccccc12	7%	8%	1.1	5%	28	15	i	6%	-2%	-3.6%
37	COc1cccc(C(=O)N2CCN(C(=O)c3cccs3)CC2)c1OC	6%	8%	1.1	-6%	-4	-5	i	2%	-3%	-4.4%
38	CC1(O)CC(c2ccc(Cl)cc2)=NN1C(=O)c1ccc([N+](=O)[O-])cc1 (stereo not given)	-9%	7%	0.7	35%	41	31	i	-11%	-4%	-4.1%
39	COc1ccc(OC)c(/C=N/N(C)c2ccccc2)c1	12%	14%	1.1	9%	27	32	i	6%	-3%	-0.1%
40	CC(=O)NC(=S)Nc1ccc(NC(=O)c2cccnc2)cc1	.	12%	.	7%	.	.	i	.	-8%	.
41	CCCC(=O)Nc1ccc(N2CCN(C(=O)CCC)CC2)cc1	10%	6%	1.1	8%	-40	-30	i	24%	2%	-0.4%
42	CCOc1nc2c(c(=O)n(C)c(=O)n2C)n1Cc1ccccc1Cl	0%	0%	1.1	-6%	-8	-20	i	0%	-9%	-5.4%
43	CCOC(=O)c1cn2nc(Oc3ccc(C)cc3)ccc2n1	.	-1%	.	-5%	.	.	i	.	-7%	.
44	CC(=O)c1cccc(NC(=O)COc2cc3oc(=O)c(CC(C)O)c(C)c3cc2Cl)c1 (stereo not given)	-7%	0%	0.9	-7%	-2	4	i	-5%	-6%	-5.7%
45	O=C(Cc1ccc(Cl)cc1)N/N=C1\CCCc2ccccc21	6%	10%	1	-13%	30	12	i	-1%	6%	0.5%
46	Cn1cccc1/C=N/NC(=O)Cc1ccccc1	.	8%	.	15%	.	.	i	.	-2%	.
47	CCN(CC)Cc1c(O)c(Cl)cc2c3c(c(=O)oc12)CCCC3	8%	10%	1.1	-496%	-2	6	i	41%	-12%	-6.1%
48	S=c1[nH]nc(-c2ccccc2)c2ccccc12	-18%	-4%	1	0%	10	26	i	-14%	-3%	-6.1%
49	CN1CCN(C(=O)c2ccc(-n3cccn3)nc2)CC1	10%	7%	1.1	-9%	-5	6	i	13%	-6%	-9.0%
50	Cc1ccc(S(=O)(=O)N2CCN(C(=O)c3nn(C(C)C)c(=O)c4ccccc34)CC2)cc1C	-2%	-3%	1	0%	-7	-17	i	-2%	-2%	-9.3%

# Three entries from above, sorted by SMILES length, falling:
entry	canonical_smiles	PMI inhibitors	M1AAP inhibition	TNAP activators	P. falciparum M17LAP	WT yeast gro inh	WT yeast gro inh mutant strain	Yfh1-off respiration	human PMI inhibitors	LYP inhibition	XIAP displacement
47	CCN(CC)Cc1c(O)c(Cl)cc2c3c(c(=O)oc12)CCCC3	8%	10%	1.1	-496%	-2	6	i	41%	-12%	-6.1%
27	O=C(c1cnc(-c2ccccc2)s1)c1ccc(Cl)cc1Cl	-4%	3%	1	16%	64*	34*	i	1%	-3%	-5.6%
39	COc1ccc(OC)c(/C=N/N(C)c2ccccc2)c1	12%	14%	1.1	9%	27	32	i	6%	-3%	-0.1%

# Other records follow.
entry	canonical_smiles	PMI inhibitors	M1AAP inhibition	TNAP activators	P. falciparum M17LAP	WT yeast gro inh	WT yeast gro inh mutant strain	Yfh1-off respiration	human PMI inhibitors	LYP inhibition	XIAP displacement
51	O=C1/C(=C/c2cccc(Br)c2)SC(=S)N1/N=C/c1cc([N+](=O)[O-])ccc1O	.	4%	.	26%	.	.	i	.	-11%	.
52	COc1ccc(CC(=O)NNC(=O)c2cccnc2)cc1OC	8%	-2%	1	17%	4	8	i	22%	-6%	13%
53	C/C(=N/OC(=O)c1ccc(C)cc1)c1cccs1	-4%	9%	1.1	-12%	55	59	i	-3%	-3%	-3.5%
54	CCCC(=O)Nc1nc2c(C)c(Cl)ccc2s1	.	6%	.	-3%	.	.	i	.	-2%	.
55	CCOC(=O)c1ccc(S(=O)(=O)Nc2ccc3cn[nH]c3c2)cc1	13%	2%	1	9%	-5	5	i	24%	-1%	-5.6%
56	COc1ccc(CCNC(=O)CCC2COc3ccccc3O2)cc1OC (stereo not given)	2%	3%	1.1	-9%	7	-2	i	4%	-2%	-2.7%
57	CCc1n[nH]c2c1/C(=N\O)CC(C)(C)C2	-4%	4%	1	3%	15	2	i	-6%	-9%	-0.3%
58	COC(=O)c1sc(-c2ccccc2)cc1NC(=O)c1ccccc1	13%	3%	1.1	5%	-13	-1	i	8%	-4%	-1.4%
59	COc1ccc(-n2ncc3c(N4CCCCC4)ncnc32)cc1	-13%	12%	1.1	-3%	21	14	i	-8%	-10%	-3.8%
60	CC(=O)c1cnc2cc(-c3ccc(C)cc3)nn2c1C	10%	10%	1.1	1%	-18	-7	i	6%	0%	-4.3%
61	Cc1ccc(CN2CCN(/N=C/c3cc([N+](=O)[O-])ccc3Cl)CC2)cc1	10%	1%	1.1	-5%	28	-3	i	5%	-3%	0.4%
62	Clc1ccccc1C(c1nnnn1Cc1ccco1)N1CCN(Cc2ccco2)CC1 (stereo not given)	-4%	7%	1.1	-4%	5	2	i	-3%	-10%	-1.2%
63	O=C(c1ccccn1)N(c1ccccc1)C1(C(=O)NC2CCCCC2)CCCCC1	-7%	6%	1.1	4%	-8	-4	i	-7%	-2%	-3.1%
64	COc1ccc(-n2c3c(cc(C#N)c2=O)C(=O)CCC3)cc1	0%	16%	1.1	5%	0	4	i	11%	-4%	-5.3%
65	COc1ccc(C)cc1S(=O)(=O)N(C)CC(=O)NC1CCCCC1	0%	5%	1.1	0%	5	20	i	-4%	-16%	-4.0%
66	Cc1cccc2[nH]c(-c3ccc(NC(=O)c4ccco4)cc3)nc12	7%	8%	1.1	-9%	4	53	i	11%	3%	-1.9%
67	CCOC(=O)C1(Cc2cccc(Cl)c2)CCCN(C(=O)CCOC)C1 (stereo not given)	15%	0%	1	3%	-1	13	i	14%	-7%	-5.6%
